B2AR arrestin: recruits beta-arrestin to the human beta2-adrenergic receptor; Potency, µM (titrated, usually from 46.1 µM), for inactives: top-dose activation, hits mostly activators; beta-arrestin recruitment to beta2AR, cell-based reporter; 0.02% of 330,000 active; AID 492947; P07550;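 note: potency is the fitted concentration of half-maximal effect; 0% = DMSO controls and full agonism = EC100 isoproterenol or metaproterenol; nearly all actives have a fitted effect of over 65% in size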
Giardia kill: kills Giardia lamblia; Giardia lamblia trophozoite viability; activity change, % at 7.66 µM, hits read low; 0.15% of 340,000 active; AID 540267; in the data active = activity change below about -80%; inconclusive = between about -30% and that limit;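 note: parasites exposed to compound for two days anaerobically before the ATP read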
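ATP-content bioluminescence gauges trophozoite survival. Cells (100/well) receive compound and incubate anaerobically for 48 hrs at 37 deg C; detection reagent follows for 15-30 min at room temperature.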
FBPA coupling cs: coupling enzyme interference in Giardia aldolase counter-screen; coupling enzyme system counterscreen, AmpLite Red fluorescence; 0.67% of 290,000 active; activity change, negative = inhibition, % at 58.2 µM, hits read low; AID 2472; in the data active = activity change below about -30%
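Fluorescence at 525 nm excitation and 598 nm emission measured inhibition of the coupled detection system without aldolase. Compounds (at 57.5 uM final) were preincubated 10 min at room temperature with coupling enzyme reagent before a 20 min substrate/AmpLite Red step.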
KCNH2 3.1 inh: inhibitors of human KCNH2 3.1 potassium channel isoform; U2OS KCNH2 3.1, thallium flux FluxOr; hits give low values; activity change, % (tested at about 1.8 µM); 0.95% of 340,000 active;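 active = maximum activity change below -70%; inconclusive = maximum activity change from -70% to -50%; inactive = maximum activity change above -50%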;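 note: thallium influx rate constant from kinetic fluorescence after stimulation buffer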
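We transduce U2OS cells with the mutant 3.1 virus, culture them overnight, load FluxOr with Red40 quencher for 45 min, then add stimulation buffer and read kinetically for 2 min to derive a normalized rate constant.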
Chronic BCR inh: chronic active BCR signaling inhibition | ABC-DLBCL IkBa-CBG/CBR reporter, luminescence ratio, 4 h | Potency, µM (top dose mostly 46.1 µM), for the others: at the top dose ratio change, negative = lower green/red ratio, usual class: inhibitors | 0.05% of 340,000 active | AID 493014; active = well fitted inhibition curve with a large enough effect in the signal ratio, with a control signal flat, not every such curve was filed as active; inconclusive = small, poorly fitted or top-dose-only effect, or effect the other way, or a change in a side signal; the % refers to the signal ratio;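 note: potency is the fitted concentration of half-maximal effect; plate controls were basal doxycycline-induced cells for no effect and cells given 10 µM MG132 for full effect; MG132 reads +100%, hits lower the ratio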
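TMD8 ABC-DLBCL cells carrying doxycycline-inducible green luciferase fused to IkappaBalpha plus unfused red luciferase were exposed to compounds (up to 46 uM) for 4 hrs at 37C. Activity came from the overlap-corrected green/red luminescence ratio.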
Eya2 phos inh: blocks the phosphatase activity of human Eya2; AID 488837; 0.006% of 330,000 active; Potency, µM (top dose mostly 76.9 µM), inactives show at the top dose activity, negative = inhibition, most hits filed as inhibitors; recombinant Eya2, OMFP fluorescence dephosphorylation (OMFP is methylfluorescein phosphate); note: potency is the fitted concentration of half-maximal effect
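Eya2 protein (added as 0.2 uM solution) was preincubated with compound for 10 min at ambient temperature in 50 mM HEPES pH 7.5, 50 mM NaCl, 5 uM MgCl2, 0.05% BSA, 1 mM DTT. OMFP (added at 50 uM) then reacted 10 min; fluorescence read at 485/525 nm.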
uPA surface inh: cell surface uPA generation inhibition; Potency, µM (series often up to 38.3 µM), for inactives: at the highest dose activity change, negative = inhibition, actives largely listed as inhibitors; 0.31% of 330,000 active; cell surface uPA generation assay, qHTS; AID 540303; active = well fitted inhibition curve with a large enough effect; inconclusive = small, poorly fitted or top-dose-only effect; inactive = no such curve, though single readings can be large or run the other way; tested in mouse RAW 264.7 cells; note: potency is the fitted concentration of half-maximal effect; nearly all actives have a fitted effect of over 55% in size
KCNH2 WT inh: inhibitors of human wildtype KCNH2 potassium channel. 0.37% of 340,000 active. activity change, % at 1.84 µM. Q12809. U2OS, BacMam KCNH2, thallium flux FluxOr; hits give low values. AID 720551;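 active = maximum activity change below -70%; inconclusive = maximum activity change between -70% and -50%; inactive = maximum activity change above -50%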
Target sequence (Q12809 whole entry, looked up): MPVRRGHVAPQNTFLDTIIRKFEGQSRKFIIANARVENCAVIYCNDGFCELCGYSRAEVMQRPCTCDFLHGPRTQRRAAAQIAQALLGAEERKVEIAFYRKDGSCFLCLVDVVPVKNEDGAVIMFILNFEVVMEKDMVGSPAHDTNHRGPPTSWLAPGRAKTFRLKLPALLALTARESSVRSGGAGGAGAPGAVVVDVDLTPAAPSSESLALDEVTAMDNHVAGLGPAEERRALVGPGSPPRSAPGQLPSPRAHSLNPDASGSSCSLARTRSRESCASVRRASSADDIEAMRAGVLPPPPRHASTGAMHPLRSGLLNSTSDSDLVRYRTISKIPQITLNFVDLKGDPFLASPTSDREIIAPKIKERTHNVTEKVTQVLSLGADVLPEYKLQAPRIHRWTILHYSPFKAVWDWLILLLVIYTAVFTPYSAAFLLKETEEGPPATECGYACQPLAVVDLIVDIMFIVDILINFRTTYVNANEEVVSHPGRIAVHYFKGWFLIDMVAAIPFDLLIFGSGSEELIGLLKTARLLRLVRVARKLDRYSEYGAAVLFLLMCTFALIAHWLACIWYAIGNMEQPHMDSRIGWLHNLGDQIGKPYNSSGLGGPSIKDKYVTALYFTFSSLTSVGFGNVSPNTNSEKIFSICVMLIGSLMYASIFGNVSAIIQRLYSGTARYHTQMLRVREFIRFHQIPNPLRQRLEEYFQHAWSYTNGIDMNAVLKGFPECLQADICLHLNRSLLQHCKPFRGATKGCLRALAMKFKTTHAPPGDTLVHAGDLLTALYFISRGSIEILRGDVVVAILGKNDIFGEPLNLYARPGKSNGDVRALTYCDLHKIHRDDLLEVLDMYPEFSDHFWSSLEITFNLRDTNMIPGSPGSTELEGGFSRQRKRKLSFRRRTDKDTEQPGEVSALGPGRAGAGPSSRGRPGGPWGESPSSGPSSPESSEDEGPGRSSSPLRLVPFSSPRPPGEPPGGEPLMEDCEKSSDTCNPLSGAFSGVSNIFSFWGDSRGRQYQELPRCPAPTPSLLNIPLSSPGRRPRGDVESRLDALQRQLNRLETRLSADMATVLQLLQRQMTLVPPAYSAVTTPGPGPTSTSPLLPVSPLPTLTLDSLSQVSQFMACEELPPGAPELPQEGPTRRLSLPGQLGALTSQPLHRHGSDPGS
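U2OS cells were transduced with wild-type KCNH2 virus (2.03 x 10^8 / mL) for 4 h at room temperature, then cultured overnight at 37 C. Thallium flux was read with FluxOr dye. Rate constants were normalized to DMSO controls.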
GALK inh: blocks human galactokinase activity; P51570; Purified GALK, Kinase-Glo residual ATP luminescence; Potency, µM (titrated, usually from 57.5 µM), for the others: at the top dose activity change, negative = inhibition, usual class: inhibitors; 0.007% of 270,000 active; note: potency is the fitted concentration of half-maximal effect
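Galactose (100 uM) and ATP (35 uM) were turned over by 5 nM GALK for 1 h at RT. Kinase-Glo Plus then converted the remaining ATP into a luminescent signal.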
USP2a block: inhibitors of human ubiquitin-specific protease USP2a; Potency, µM (doses to about 38.3 µM), for the others: top-dose activity change, negative = inhibition, most hits filed as inhibitors; USP2 core, Ub-CHOP2 coupled fluorogenic reporter, 485/531; O75604; 0.01% of 330,000 active;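 note: potency is the fitted concentration of half-maximal effect; plate controls were DMSO wells for no effect and full inhibition by NEM control for full effect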
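Deubiquitinase activity read as fluorescence (485/531 nm) after Ub-CHOP2 cleavage activates the enterokinase reporter on its substrate; USP2 core 10nM, Ub-CHOP2 and substrate 25nM each, 30min compound preincubation then 60min RT; data normalized to NEM, curves fitted.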
PKM2 act: activators of human pyruvate kinase M2 | AID 1631 | Potency, µM (highest dose often 57.5 µM), for the others: top-dose activation, most hits filed as activators | P14618 | purified PKM2, Kinase-Glo ATP luminescence, activation; response scale: 0% is enzyme alone, no compound | 0.34% of 260,000 active; note: potency is the fitted concentration of half-maximal effect; nearly all actives have a fitted effect of over 55% in size
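Kinase-Glo luminescence reports ATP generated from ADP (0.1 mM) and PEP (0.5 mM) by purified hPK-M2 after 1 h at room temperature, pH 7.2 imidazole buffer; intermediate enzyme activity allows detecting inhibitors and activators.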
An asterisk follows results filed as active; u = inconclusive; x = not tested or not shown. Unless noted, calls come from the whole dose curve; as a rule, active = well fitted curve in the direction sought with a large enough effect; inconclusive = small, poorly fitted or top-dose-only effect, or another doubt; inactive = no such curve, though single readings can be large; an effect the other way counts as inactive or inconclusive. Unless noted, % is set by controls: 0 for no effect and ±100 for the full control effect.

SMILES	B2AR arrestin	Giardia kill	FBPA coupling cs	KCNH2 3.1 inh	Chronic BCR inh	Eya2 phos inh	uPA surface inh	KCNH2 WT inh	GALK inh	USP2a block	PKM2 act
CC1CCN(CCc2nc3cc(NC(=O)NC4CCCCC4)ccc3n2C)CC1	-0.3%	11	x	-6	-8%	-10%	x	6	1%	0%	-4%
O=C(CP(=O)(O)CC(=O)c1ccccc1)c1ccccc1	-0.2%	-1	-1	7	1%	16%	0%	-2	1%	0%	-1%
O=C(NC1CCCC1)C(c1ccncc1)N(C(=O)Cc1cccs1)c1ccc(F)cc1 (configuration not stated)	0.1%	-14	2	4	1%	2%	-19%	-4	-3%	1%	3%
COc1ccc(-n2ncc3c2CC(C)(C)CC3NC(=O)CCn2cncn2)cc1 (configuration not stated)	-0.5%	-1	x	2	5%	-20%	-5%	2	-11%	4%	0%
Cc1ccc(C(=O)N2CCCCC2)cc1NC1=C(Cl)C(=O)N(Cc2ccccc2)C1=O	0.1%	2	x	-25	u	3%	u	9	x	-1%	x
Cc1cc(C)c(S(=O)(=O)c2cccc(C(F)(F)F)c2)c(=O)[nH]1	-1.1%	2	1	0	-2%	5%	0%	-7	x	2%	x
Cc1cc(NC(=O)COC(=O)CNS(=O)(=O)c2ccc(C)c(C)c2)no1	0.0%	-19	3	-39	1%	10%	-1%	x	9%	6%	0%
c1cc(SC2CCCCC2)cc(-c2nc3cnccn3c2NC2CCCCC2)c1	0.1%	7	x	-17	u	-9%	-1%	-19	x	0%	x
C/C(=N\NC(N)=O)c1c(F)cccc1F	0.5%	-5	3	20	7%	6%	1%	-1	1%	4%	-5%
OCCN1CCN(CC(O)COCCOc2ccc(Br)cc2)CC1 (configuration not stated)	-0.3%	15	1	4	0%	1%	0%	5	4%	-2%	-18%
OCC#CCSc1nnc(-c2ccncc2)o1	-0.5%	-9	6	-1	u	-4%	-2%	2	0%	-3%	-7%
NC(=O)CSc1nnc(COc2cccc3ccccc23)o1	-0.3%	-8	0	0	-3%	3%	-1%	3	-3%	-1%	0%
O=C(c1ccc(-n2cnnn2)cc1)N1CCOCC1	0.1%	-3	5	1	-1%	0%	3%	-2	2%	1%	0%
CCN(CC)S(=O)(=O)c1cc(NC(=O)CSc2n[nH]c(N)n2)ccc1C	0.2%	15	x	1	-5%	-3%	-12%	20	x	-2%	x
CCOc1cc2[nH]c(=S)n(C3CCN(Cc4ccccc4)CC3)c(=O)c2cc1OCC	3.0%	10	2	7	1%	-6%	1%	-7	-1%	4%	1%
CCC(CC)C(=O)N1CC(=O)Nc2ccc(F)cc2C1c1ccc(F)cc1 (configuration not stated)	-1.1%	-12	1	-20	-19%	-1%	u	-6	x	-1%	-2%
CCCN1CCN(CCCNC(=O)CCNC(=O)Cn2ccc3ccccc3c2=O)CC1	0.0%	12	0	-4	-2%	-2%	4%	-6	0%	4%	-7%
CCCCCCSC1=C(C#N)C(c2ccc(O)cc2)CC(=O)N1 (configuration not stated)	-0.4%	10	3	-1	-26%	-8%	1%	-2	-3%	-1%	1%
O=C1CCCN1CN(C(=O)c1ccccc1)c1ccccc1	-0.5%	9	1	-16	-3%	-17%	-1%	-7	0%	11%	-3%
Cc1ccc(-n2c3c(cc(C(=O)NCC(=O)c4ccccc4)c2=O)C(=O)CCC3)cc1	-0.2%	2	x	-17	6%	5%	2%	1	-1%	2%	5%
CC(C)(C)c1ccccc1NC(=O)CN1C(=O)NC2(CCCC2)C1=O	0.1%	-5	0	3	0%	1%	2%	19	-2%	0%	-9%
N#CC(Sc1ccccn1)c1ccc(Cl)cc1 (configuration not stated)	-0.2%	25	-1	8	-17%	-20%	-6%	2	2%	1%	2%
O=C(CCC1CCCC1)Nc1ccc(C(=O)NCc2cccnc2)cc1	-0.2%	9	0	29	u	-9%	-27%	8	6%	-1%	-5%
Cc1onc(-c2c(Cl)cccc2Cl)c1C(N)=O	-0.2%	1	0	-14	6%	-10%	12%	1	2%	0%	-10%
Cn1c(=O)oc2cc(S(=O)(=O)N3CCC(C(=O)Nc4ccc(OC(F)(F)F)cc4)CC3)ccc21	-0.2%	-10	0	-47	u	-11%	x	29	0%	-8%	3%
SMILES	B2AR arrestin	Giardia kill	FBPA coupling cs	KCNH2 3.1 inh	Chronic BCR inh	Eya2 phos inh	uPA surface inh	KCNH2 WT inh	GALK inh	USP2a block	PKM2 act
O=c1[nH]cc(S(=O)(=O)N2CCCc3ccccc32)c(=O)[nH]1	0.1%	3	x	7	1%	-6%	2%	-23	x	0%	x
CC(OC(=O)c1cc(=O)[nH]c2ccccc12)C(=O)NCc1ccccc1 (configuration not stated)	0.1%	1	x	6	0%	22%	-3%	-2	x	-1%	x
O=C(CSc1n[nH]c(-c2ccccc2)n1)N1CCCC1	0.1%	20	0	-25	2%	-2%	2%	-6	2%	2%	x
COC(=O)CSc1ncc(S(=O)(=O)c2ccccc2)c(=O)[nH]1	-0.3%	-3	6	-131*	-1%	-11%	2%	5	-1%	5%	x
O=C(Nc1ccc2c(c1)CCC2)c1ccc(Cl)nc1	-0.8%	-5	-7	17	u	-11%	-25%	-8	-3%	1%	2%
Cn1c(=O)c2c(-c3ccccc3)n(Cc3cccnc3)cc2n(C)c1=O	-0.8%	1	-5	-14	0%	-9%	4%	4	1%	-7%	-4%
CS(=O)(=O)Nc1cccc(-c2cnc3ccccc3n2)c1	-0.8%	1	2	8	u	5%	-6%	-15	x	2%	x
O=C(O)c1ccc(N2C(=O)Nc3ccccc3N2O)cc1	0.4%	-13	2	u	u	-20%	-9%	1	0%	2%	0%
CCN(CC)CCN(Cc1cc2cccc(C)c2[nH]c1=O)C(=S)Nc1ccccc1	0.4%	12	2	-4	9%	-5%	1%	16	0%	2%	1%
Cn1c(Cc2cccs2)n[nH]c1=S	-0.2%	4	1	7	2%	8%	0%	5	0%	1%	-2%
Cc1sc(NC(=O)CSc2nnnn2C)c(C#N)c1C	0.1%	-10	-4	-8	-1%	1%	-14%	3	3%	3%	0%
CCCN1CNC(=S)N(c2ccccc2OCC)C1	-0.1%	-20	3	0	-5%	1%	-1%	-11	1%	-3%	u
Cc1cc(C)nc(SCCS(=O)Cc2ccc(Cl)cc2)n1 (configuration not stated)	0.1%	3	2	-4	3%	-13%	3%	2	2%	0%	7%
COc1cc(CC(NC(C)=O)C(=O)NC2CCN(C(=O)Nc3ccc(C)cc3)CC2)cc(OC)c1 (configuration not stated)	-0.4%	-13	-1	-1	6%	12%	1%	-7	1%	2%	x
O=C(NCCC1=CCCCC1)NC12CC3CC(CC(C3)C1)C2	2.9%	10	2	9	u	-15%	3%	-2	-3%	-8%	9%
COc1ccc(NC(=O)CS(=O)(=O)Cc2ccccc2)c([N+](=O)[O-])c1	0.2%	-5	-6	2	2%	-1%	-5%	-5	5%	2%	3%
Cc1ccc(C(=O)Cn2cnc3ccccc3c2=O)cc1C	x	-10	5	-5	x	x	6%	-4	2%	x	7%
Cc1ccc(NC(=O)NNC(=O)COc2ccc3ccccc3c2)cc1	-1.4%	-8	x	-1	6%	-1%	5%	-3	6%	0%	-1%
C#CCOCCOCCOCCNc1nc(N2CCN(C(=O)[C@H](CCC(=O)O)n3cc([C@@H](N)CCCCN)nn3)CC2)nc(N2CCN(C(=O)[C@H](CCC(=O)O)n3cc([C@@H](N)CCCCN)nn3)CC2)n1	0.1%	9	x	48	-2%	-1%	-1%	0	x	2%	x
CC(C)=C1SC(N2CCCCC2)=NC1=O	-0.2%	-30	-2	6	8%	-1%	-11%	-5	-1%	1%	1%
Cc1cccc(C(=O)NCCCNC(=O)c2ccc(C)nc2)c1	-0.8%	u	1	19	3%	3%	3%	3	-1%	-1%	-3%
CCOC(=O)C1CCN(C2=NC(=O)/C(=C/c3ccccc3OC)S2)CC1	7.5%	2	6	-2	u	0%	3%	1	4%	1%	x
COc1ccc(N(CC(=O)NCCC2=CCCCC2)S(C)(=O)=O)cc1	-0.2%	-9	2	9	-13%	-24%	x	2	0%	-1%	1%
O=C(Cc1ccccc1)NCCc1cnc[nH]1	-0.1%	-6	5	3	2%	-12%	2%	1	1%	-3%	x
CCOc1ncccc1C(=O)Nc1ccc(S(=O)(=O)NC2=NCCCCC2)cc1	0.0%	-13	1	10	2%	14%	-4%	8	9%	1%	-1%
COc1ccc(CN2CCN(C3CCC3)CC2CCO)c(C)c1C (configuration not stated)	0.0%	-4	-1	3	0%	-7%	-1%	3	3%	3%	-6%
Cc1cc(Br)ccc1NC(=O)CN1C(=O)C2C3CC(c4ccccc4)C(C3)C2C1=O (configuration not stated)	-0.3%	-7	-1	-3	u	-7%	10%	2	-3%	-1%	-2%
O=C(Nc1ccccc1C(=O)N1CCOCC1)c1ccco1	-0.6%	0	1	0	6%	-23%	1%	0	1%	3%	-4%

Screening data (PubChem)

Rows are unselected; 2.4% or so of the library scored in one or more.
